Pf Dd2 inh = P. falciparum Dd2 growth inhibitors, primary screen, SYBR Green fluorescence, single dose replicates; 72 h; hits give low values; activity change, % at 10 µM; actives 2.3% (n = 94,000); in the data active = activity change below about -80%; inconclusive = no clear call, values can overlap the other calls
C diff HTS = C. difficile growth inhibitors, primary screen, HTS; Clostridium difficile clinical isolate growth, OD600, 24 h; hits give low values; growth activity, negative = inhibition, % at 16 µg/mL (by protocol); actives 0.25% (n = 86,000);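 active = mean growth activity at or below -80% and every replicate also at or below -80%; inconclusive = mean at or below -80% but some replicate above -80%; inactive = mean growth activity above -80%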;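 note: 0% = DMSO wells and -100% = levofloxacin 16 µg/mL wells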
KDM4C inh = inhibitors of GASC-1 (KDM4C) histone demethylase, primary screen, biochemical, single concentration HTS; GST-KDM4C 2-372, H3K9me3 peptide, LANCE TR-FRET; inhibition, % at 12.5 µM; actives 0.15% (n = 96,000); AID 720574, 2013;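 active = mean replicate inhibition above about 25%, with at least 55% of replicates also reaching it, limit read from the data, passing the limit was not always enough; inconclusive = only one of those two conditions met; inactive = neither condition met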
Target sequence (Q9H3R0 2-372 limits assumed): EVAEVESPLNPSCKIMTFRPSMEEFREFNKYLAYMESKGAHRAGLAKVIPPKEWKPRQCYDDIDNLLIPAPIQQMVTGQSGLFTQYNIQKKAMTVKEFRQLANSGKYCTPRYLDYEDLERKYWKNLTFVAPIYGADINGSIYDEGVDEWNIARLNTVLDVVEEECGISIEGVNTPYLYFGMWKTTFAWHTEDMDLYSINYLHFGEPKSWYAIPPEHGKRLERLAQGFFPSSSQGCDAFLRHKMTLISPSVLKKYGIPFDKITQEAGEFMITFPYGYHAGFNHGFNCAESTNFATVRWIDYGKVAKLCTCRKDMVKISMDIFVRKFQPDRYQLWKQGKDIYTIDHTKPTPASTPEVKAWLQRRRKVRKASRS
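Material: GST-tagged GASC-1 (JMJD2C) catalytic fragment, aa 2-372. Input: enzyme final amount 10 nM. Medium: HEPES buffer, pH 7.5, plus ascorbate. Reagent: H3K9me3 peptide substrate, Fe(II), 2-oxoglutarate. Doses: single dose. Times: reaction 30 min RT, detection step 1 h RT. Measured by: LANCE TR-FRET. Evaluation: Fall in 671/618 emission ratio as inhibition.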
T cruzi growth = T. cruzi intracellular proliferation inhibitors, primary screen, cell-based, beta-gal Tulahuen parasites, NIH3T3 host, luminescence; actives 5.9% (n = 77,000); inhibition, % at 8.34 µM; T. cruzi beta-gal in NIH3T3, GalScreen luminescence, 90 h; AID 624255, 2012;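 active = mean inhibition above about 93%, with at least 55% of replicates each passing it, limit read from the data, passing the limit was not always enough; inconclusive = only one of those two conditions holds; inactive = neither condition holds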
* = called active by the depositor; ? = inconclusive; . = no result given; & = joins results of further samples. Rows are unselected; any-hit rate near 6.7%.

A first look, 11 compounds:
SMILES	Pf Dd2 inh	C diff HTS	KDM4C inh	T cruzi growth
C[C@H]1CN([C@@H](C)CO)C(=O)c2cc(C#CC3CC3)cnc2O[C@H]1CN(C)C(=O)c1ccccc1	10	0	-2.0	-2
COc1ccc(S(=O)(=O)Nc2cccc3c2O[C@@H](CN(C)Cc2ccc4c(c2)OCO4)[C@@H](C)CN([C@@H](C)CO)C3=O)cc1	-6	3	-0.1	79
C[C@@H]1CN([C@H](C)CO)C(=O)c2cc(NC(=O)CCN3CCOCC3)ccc2O[C@@H]1CN(C)S(C)(=O)=O	8	2	-0.3	7
Cc1noc(C)c1NC(=O)N(C)C[C@@H]1Oc2c(NC(=O)Nc3cccc4ccccc34)cccc2C(=O)N([C@H](C)CO)C[C@H]1C	11	4	15	-121
O=C(O)C[C@@H]1CC[C@@H](NC(=O)Nc2ccccc2)[C@H](CO)O1	9	.	0.0	21
C[C@H](CO)N1C[C@H](C)[C@@H](CN(C)Cc2ccccc2)Oc2ccc(N(C)C)cc2CC1=O	1	-2	19	93
CO[C@@H]1CN(C)C(=O)c2ccc(NC(=O)C3CC3)cc2OC[C@@H](C)N(C(C)=O)C[C@H]1C	19	-5	4.2	.
C[C@H](CO)N1C[C@H](C)[C@H](CN(C)C(=O)Nc2ccc3c(c2)OCO3)Oc2ccc(NS(=O)(=O)c3ccccc3)cc2CC1=O	20	.	0.0	-3
O=C(C[C@@H]1C[C@@H]2c3cc(NC(=O)CC4CC4)ccc3O[C@@H]2[C@@H](CO)O1)NCCc1ccccc1	-5	-8	0.3	33
CO[C@@H](CN(C)C(=O)Nc1ccc(F)cc1)[C@H](C)CN(Cc1ccccc1Cl)[C@@H](C)CO	-23	.	2.4	-6
C[C@@H]1CN([C@@H](C)CO)C(=O)c2cc(NS(=O)(=O)c3cn(C)cn3)ccc2O[C@@H]1CN(C)Cc1ccccc1	9	-1	0.0	-11

All compounds of this part, previewed entries included:
SMILES	Pf Dd2 inh	C diff HTS	KDM4C inh	T cruzi growth
C[C@H]1CN([C@@H](C)CO)C(=O)c2cc(C#CC3CC3)cnc2O[C@H]1CN(C)C(=O)c1ccccc1	10	0	-2.0	-2
COc1ccc(S(=O)(=O)Nc2cccc3c2O[C@@H](CN(C)Cc2ccc4c(c2)OCO4)[C@@H](C)CN([C@@H](C)CO)C3=O)cc1	-6	3	-0.1	79
C[C@@H]1CN([C@H](C)CO)C(=O)c2cc(NC(=O)CCN3CCOCC3)ccc2O[C@@H]1CN(C)S(C)(=O)=O	8	2	-0.3	7
Cc1noc(C)c1NC(=O)N(C)C[C@@H]1Oc2c(NC(=O)Nc3cccc4ccccc34)cccc2C(=O)N([C@H](C)CO)C[C@H]1C	11	4	15	-121
O=C(O)C[C@@H]1CC[C@@H](NC(=O)Nc2ccccc2)[C@H](CO)O1	9	.	0.0	21
C[C@H](CO)N1C[C@H](C)[C@@H](CN(C)Cc2ccccc2)Oc2ccc(N(C)C)cc2CC1=O	1	-2	19	93
CO[C@@H]1CN(C)C(=O)c2ccc(NC(=O)C3CC3)cc2OC[C@@H](C)N(C(C)=O)C[C@H]1C	19	-5	4.2	.
C[C@H](CO)N1C[C@H](C)[C@H](CN(C)C(=O)Nc2ccc3c(c2)OCO3)Oc2ccc(NS(=O)(=O)c3ccccc3)cc2CC1=O	20	.	0.0	-3
O=C(C[C@@H]1C[C@@H]2c3cc(NC(=O)CC4CC4)ccc3O[C@@H]2[C@@H](CO)O1)NCCc1ccccc1	-5	-8	0.3	33
CO[C@@H](CN(C)C(=O)Nc1ccc(F)cc1)[C@H](C)CN(Cc1ccccc1Cl)[C@@H](C)CO	-23	.	2.4	-6
C[C@@H]1CN([C@@H](C)CO)C(=O)c2cc(NS(=O)(=O)c3cn(C)cn3)ccc2O[C@@H]1CN(C)Cc1ccccc1	9	-1	0.0	-11
C[C@@H]1CN([C@H](C)CO)S(=O)(=O)c2ccc(C#C[C@@H](C)O)cc2O[C@H]1CN(C)C(=O)Cc1ccccn1	10	0	-0.2	.
C[C@@H]1CN([C@@H](C)CO)C(=O)c2cc(C#CC3(O)CCCC3)cnc2O[C@@H]1CN(C)C(=O)Cc1ccccc1	36	0	-2.4	-50
COc1cccc(S(=O)(=O)N2CCCCN3[C@H](C2)[C@H](c2ccc(-c4ccccc4)cc2)[C@@H]3CO)c1	-9	7	-1.4	-12
CC(=O)N(C)C[C@@H]1Oc2ncc(C#CC3(O)CCCC3)cc2C(=O)N([C@@H](C)CO)C[C@@H]1C	22	2	0.3	-2
O=C(c1cccnc1)N1CCCCN2[C@@H](CO)[C@@H](c3ccc(C#Cc4ccccc4)cc3)[C@@H]2C1	18	-5	.	82
C[C@@H]1CCCCO[C@@H](CN(C)S(=O)(=O)c2ccc(F)cc2)[C@@H](C)CN([C@H](C)CO)C(=O)c2cc(NC(=O)C3CCCCC3)ccc2O1	-68	-4	1.4	24
CO[C@H]1CN(C)C(=O)c2cc(NC(=O)C3CC3)ccc2OC[C@@H](C)N(Cc2cc(F)ccc2F)C[C@H]1C	?	.	4.9	56
Cc1noc(C)c1S(=O)(=O)Nc1ccc2c(c1)C(=O)N([C@@H](C)CO)C[C@@H](C)[C@@H](CN(C)Cc1ccccc1)OCCCC[C@H](C)O2	-39	0	-0.2	.
CCNC(=O)C[C@@H]1CC[C@H]2[C@@H](COC[C@H](O)CN2C(=O)CC)O1	9	.	-1.2	23
CNC(=O)C[C@@H]1CC[C@@H]2[C@H](COc3ccc(NC(=O)c4cccc(F)c4)cc3C(=O)N2C)O1	5&-6	9&7	1.1&-0.7	-38&2
CN(C)CCCNC(=O)[C@@H]1[C@@H](CO)[C@@H]2Cn3c(cccc3=O)[C@H]1N2CC1CC1	.	-4	-2.0	-7
O=C(c1cccnc1)N1C[C@H]2[C@@H](c3ccccc31)[C@H](CO)N2C(=O)Nc1ccccc1F	-6	-2	2.4	11
CO[C@@H]1CN(C)C(=O)c2ccc(NS(=O)(=O)c3ccccc3F)cc2OC[C@@H](C)NC[C@H]1C	20	.	.	-1
O=C(C[C@H]1CC[C@H](NC(=O)c2ccccn2)[C@@H](CO)O1)NCc1cc(F)cc(F)c1	0	0	0.7	-6
O=C(CC1CC1)Nc1ccc2c(c1)[C@H]1C[C@@H](CC(=O)NC3CCCCC3)O[C@H](CO)[C@H]1O2	11	6	2.2	9
C[C@@H]1CN([C@@H](C)CO)C(=O)c2cc(NS(=O)(=O)c3cn(C)cn3)ccc2O[C@H]1CN(C)S(=O)(=O)c1ccccc1	39	1	-3.0	-39
COc1ccc(NC(=O)N(C)C[C@H]2Oc3ccc(NS(=O)(=O)c4ccccc4)cc3CC(=O)N([C@H](C)CO)C[C@@H]2C)cc1	25	-4	-0.7	38
CN1C(=O)c2cc(NC(=O)c3ccc(F)c(F)c3)ccc2OC[C@H]2O[C@H](CC(=O)O)CC[C@H]21	6	-1	1.4	8
Cc1ccc(-c2ccc([C@H]3[C@H]4CN(C(=O)c5ccncc5)CC(=O)N4[C@H]3CO)cc2)cc1	23	0	-0.2	.
COC(=O)C[C@H]1CC[C@@H]2[C@@H](COc3ccc(NC(=O)C4CC4)cc3C(=O)N2C)O1	19	3	-2.1	-28
COc1ccc2c3c([nH]c2c1)[C@@H](CO)N(Cc1ccccc1F)CC31CN(C(=O)C2CCC2)C1	-92*	12	-2.0	.
C[C@@H]1CN([C@H](C)CO)C(=O)CCCn2nncc2CO[C@@H]1CN(C)S(=O)(=O)c1ccc(Cl)cc1	-9&20	5	-0.1	-12&-4
Cc1ccc(S(=O)(=O)Nc2ccc3c(c2)C(=O)N([C@@H](C)CO)C[C@@H](C)[C@@H](CN(C)C(=O)Nc2cccc4ccccc24)OCCCC[C@@H](C)O3)cc1	-67	-2	-2.1	94
O=C(C1CCOCC1)N1CC2(C1)[C@@H](c1ccccc1)[C@@H](CO)N2C(=O)CC1CC1	11	0	-0.5	.
COc1ccc(NC(=O)Nc2ccc3c(c2)C(=O)N([C@@H](C)CO)C[C@@H](C)[C@@H](CN(C)C(=O)NC(C)C)O3)cc1	-5	-6	-0.6	-2
COc1ccccc1S(=O)(=O)N[C@H]1C=C[C@@H](CC(=O)N2CCN(C)CC2)O[C@H]1CO	5	0	0.4	63
O=C(CN1CCOCC1)NCC[C@@H]1CC[C@@H](NC(=O)Cc2ccccn2)[C@@H](CO)O1	-26	.	2.7	-16
Fc1cccc(-c2ccc(C3[C@H]4CNC[C@@H]3N4Cc3ccccn3)cc2)c1 (some centres not stated)	-52	5	1.8	.
CC(C)C#Cc1cnc2c(c1)C(=O)N([C@@H](C)CO)C[C@H](C)[C@@H](CN(C)C(=O)CC1CC1)O2	17	8	.	25
C[C@H](NC(=O)[C@@H]1[C@@H](CO)[C@@H]2Cn3c(cccc3=O)[C@H]1N2Cc1cccnc1)c1ccccc1	7	-3	0.3	-3
C[C@H]1CN([C@@H](C)CO)C(=O)c2cc(NC(=O)NC3CCCCC3)ccc2O[C@H]1CN(C)S(C)(=O)=O	12	2	2.8	.
O=C(NCC[C@@H]1CC[C@@H](NC(=O)C2CC2)[C@@H](CO)O1)c1cc(Cl)cc(Cl)c1	.	-3	-0.6	.
O=C(Cc1ccccn1)NCC[C@@H]1CC[C@@H](NC(=O)CN2CCOCC2)[C@H](CO)O1	-7	-2	6.0	.
C[C@H](CO)N1C[C@H](C)[C@@H](CN(C)Cc2ccc(C(F)(F)F)cc2)OCCCC[C@H](C)Oc2ccc(NS(=O)(=O)c3ccc(F)cc3)cc2C1=O	-43	11	-0.7	41
C[C@H](CO)N1C[C@H](C)[C@@H](CN(C)CC2CCOCC2)Oc2cc(C#Cc3ccccc3F)ccc2S1(=O)=O	-65&-8	13&3	2.6	122*
Cn1cnc(S(=O)(=O)N2[C@@H]3CNC[C@H]2C3c2ccc(-c3ccncc3)cc2)c1 (some centres not stated)	26&17	-7&-5	2.2&0.6	.
C[C@@H]1CN([C@@H](C)CO)C(=O)Cc2cc(NS(=O)(=O)c3cn(C)cn3)ccc2O[C@H]1CN(C)S(=O)(=O)c1cn(C)cn1	11	-7	2.2	19
COc1ccc(S(=O)(=O)N(C)C[C@H]2Oc3ccc(NC(=O)C4CC4)cc3CC(=O)N([C@H](C)CO)C[C@@H]2C)cc1	-25	-5	2.4	11
O=S(=O)(c1ccccc1)N1C[C@@H]2[C@H](c3ccccc31)[C@H](CO)N2Cc1ccccc1	-21	25	0.6	78

Further results
SMILES	Pf Dd2 inh	C diff HTS	KDM4C inh	T cruzi growth
C[C@@H]1CN([C@H](C)CO)C(=O)c2cc(NC(=O)Nc3ccc(F)cc3)ccc2O[C@H]1CN(C)S(=O)(=O)c1ccc(F)cc1	-37	-1	-0.3	4
COC(=O)C[C@@H]1CC[C@H]2[C@H](COc3ccc(NC(=O)c4cccc(Cl)c4)cc3C(=O)N2C)O1	.	2	0.1	42
COc1ccc2c3c(n(C)c2c1)[C@H](CO)NCC31CCN(S(=O)(=O)c2ccccc2)CC1	-48	-4	-0.4	.
CCC(=O)N(C)C[C@@H]1Oc2ncc(-c3cccc(OC)c3)cc2C(=O)N([C@H](C)CO)C[C@@H]1C	17	1	-0.9	-85
COc1ccc(NC(=O)Nc2ccc3c(c2)C(=O)N([C@@H](C)CO)C[C@H](C)[C@H](CN(C)Cc2ccc(Cl)c(Cl)c2)O3)cc1	-16	.	-0.7	76
COC(=O)C[C@@H]1CC[C@H]2[C@H](COc3ccc(NC(=O)c4ccc(OC)cc4)cc3C(=O)N2C)O1	-12	2	-1.2	18
O=C(C[C@H]1CC[C@@H]2[C@H](COC[C@@H](O)CN2Cc2ccncc2)O1)NCC1CC1	8	1	1.8	-24
C[C@H]1CN([C@@H](C)CO)C(=O)c2cc(C#Cc3cccnc3)cnc2O[C@H]1CN(C)S(C)(=O)=O	-7	7	0.4	1
CCC(=O)N1CC(=O)N2[C@H](CO)[C@@H](c3ccc(-c4ccncc4)cc3)[C@H]2C1	-4	-1	4.8	.
C[C@H](CO)N1C[C@H](C)[C@@H](CN(C)Cc2ccc(C(F)(F)F)cc2)Oc2ccc(NC(=O)CCN3CCOCC3)cc2CC1=O	-32	-13	-2.2	84
C/C=C/c1ccc([C@H]2[C@H](CO)N3C(=O)CN(C(=O)c4ccc(F)cc4)C[C@@H]23)cc1	13	-1	-0.1	.
COCC(=O)Nc1ccc2c(c1)OC[C@@H](C)N(C(=O)CC1CC1)C[C@@H](C)[C@@H](OC)CN(C)C2=O	38	0	-1.7	-25
C[C@H](CO)N1C[C@H](C)[C@H](CN(C)S(=O)(=O)c2ccccc2)OCCCC[C@H](C)Oc2ccc(NC(=O)Nc3cccc4ccccc34)cc2C1=O	-45	-2	-1.1	90
C[C@H](CO)N1C[C@H](C)[C@H](CN(C)S(=O)(=O)c2ccccc2)OCCCC[C@H](C)Oc2ccc(NC(=O)NC3CCCCC3)cc2C1=O	-17	-15	-0.6	.
